Source: PubChem BioAssay
KinaseGlo FLuc: Kinase-Glo luciferase inhibition (counter-screen); Kinase-Glo luciferase, ATP luminescence, 8 min; Q27757; AID 1379; actives 0.28% (n = 200,000); Potency, µM (series often up to 38.3 µM), for inactives: at the highest dose activity change, negative = inhibition, hits mostly inhibitors; also: potency is read from the fitted curve at half-maximal effect; % is scaled to controls: 0 for no effect and ±100 for the full control effect; nearly all actives have a fitted effect of over 60% in size
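Kinase-Glo luciferase light output from ATP and luciferin was measured with 10 uM ATP, within the enzyme's linear range. Buffer: 50 mM imidazole pH 7.2, 50 mM KCl, 7 mM MgCl2, 0.01% Tween 20, 0.05% BSA; luminescence read after 8 min at ambient temperature.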
Epigenetic derep: regulators of epigenetic silencing causing reporter derepression in mouse cells. murine LDR cells, GFP reporter derepression, 30 h. Potency, µM (doses to about 53.9 µM), for the others: at the top dose GFP activation, actives largely listed as activators. actives 0.2% (n = 280,000). AID 1865; also: potency is read from the fitted curve at half-maximal effect; % of control where 0% means no effect; nearly all actives have a fitted effect of over 60% in size
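Murine LDR cells carrying a silenced, genomically integrated CMV-driven GFP reporter were exposed to compound for 30 hours at 37 C. After PBS washes, GFP-positive cells (20–120 um objects) were counted by laser-scanning microplate cytometry.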
IMPase Li cell: membrane-permeable IMPase blocker, potentiated with lithium | CHO-M1 cells, IP1 TR-FRET (IP-One), carbachol + lithium | Potency, µM (top dose mostly 59.4 µM), inactives show at the top dose activity, negative = IMPase inhibition, usual class: inhibitors | actives 0.35% (n = 210,000) | AID 1457;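 also: IP1 builds up when IMPase is blocked and the TR-FRET signal falls; potency is read from the fitted curve at half-maximal effect; plate controls were basal vehicle for no effect and high inhibitor control for full effect; nearly all actives have a fitted effect of over 50% in size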
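CHO cells stably expressing M1 receptor (2000/well) were cultured 16–30 h, then exposed to compounds with a small lithium addition for 30 min at 37C. IP1 was measured by TR-FRET competition; AC50 from Hill fits.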
CBFb-RUNX1 inh: blocks binding between human CBF-beta and RUNX1; AID 1477; Potency, µM (top dose mostly 59.8 µM), for inactives: top-dose activity, negative = inhibition, hits mostly inhibitors; AlphaScreen CBFb-His/RUNX1-biotin binding, biochemical; Q01196+Q13951; 230,000 tested, under 10 active; also: % of control where 0% means no effect
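His-tagged CBF-beta and biotinylated RUNX1 (30 nM each) were premixed 20 min at room temperature, exposed to compound for 15 min, then given nickel-chelate and streptavidin AlphaScreen beads (50 ng each). After 90 min, AlphaScreen signal was read.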
Active calls of the source: *; ? = inconclusive; nt = no result given; & = joins results of further samples; [ ] = dose if it differs, or a comment. Calls follow the shape of the dose curve; as a rule, active = well fitted curve in the direction sought with a large enough effect; inconclusive = small, poorly fitted or top-dose-only effect, or another doubt; inactive = no such curve, though single readings can be large; an effect the other way counts as inactive or inconclusive.

The line under a structure holds: KinaseGlo FLuc	Epigenetic derep	IMPase Li cell	CBFb-RUNX1 inh
Cc1ccc(-n2c(/C=C/c3cccc4ccccc34)nc3ccccc3c2=O)cc1
    nt	0.3%	nt	nt
CCOC(=O)c1ccc(NC(=O)c2cccn(Cc3ccccc3F)c2=O)cc1
    nt	5.0%	nt	nt
CCOC(=O)c1ccc(NC(=O)c2sc3nc4c(cc3c2N)N2CCC4CC2)cc1
    nt	?	nt	nt
Cc1oc(-c2ccc(Cl)cc2)nc1CN1C(=O)CN=C(c2ccccc2)c2cc(Cl)ccc21
    nt	-3.0%	nt	nt
Nc1c(C(=O)Nc2ccc(Cl)cc2)sc2nc3c(cc12)N1CCC3CC1
    nt	-1.1%	nt	nt
CCOc1ccc(C2c3c(-c4ccccc4O)n[nH]c3C(=O)N2Cc2ccncc2)cc1 (configuration not stated)
    nt	?	nt	nt
Cc1ccc(-c2nc(CN3C(=O)CN=C(c4ccccc4)c4ccccc43)c(C)o2)cc1
    nt	-2.8%	nt	nt
O=C(COc1ccccc1[N+](=O)[O-])N1CCN(CCc2ccccn2)CC1
    nt	4.8%	nt	nt
CCCC1=Nc2cc(C(=O)NCCCN(CC)CC)ccc2Sc2ccccc21
    nt	-5.1%	nt	nt
Cc1ccc(-c2nc(CN3C(=O)CN=C(c4ccccc4)c4cc(Cl)ccc43)c(C)o2)cc1
    nt	-1.1%	nt	nt
CCOc1ccc2nc(NC(=O)c3cccn(Cc4ccccc4C)c3=O)sc2c1
    nt	2.8%	nt	nt
O=C(c1ccc2c(c1)N(Cc1ccc(F)cc1Cl)C(=O)c1ccccc1S2)N1CCC2(CC1)OCCO2
    nt	3.5%	nt	nt
Cc1cc(-n2c(/C=C/c3cccs3)nc3ccccc3c2=O)ccc1Br
    nt	3.2%	nt	nt
COc1cccc(-n2c(/C=C/c3cccc(C)c3)nc3ccccc3c2=O)c1
    nt	-0.5%	nt	nt
Cc1ccc(OCC(=O)Nc2ccc(Cl)cc2C(=O)c2ccccc2)cc1C
    nt	-1.6%	nt	nt

Part of the list above in order of heavy-atom count, rising.
The line under a structure holds: KinaseGlo FLuc	Epigenetic derep	IMPase Li cell	CBFb-RUNX1 inh
Cc1cc(-n2c(/C=C/c3cccs3)nc3ccccc3c2=O)ccc1Br
    nt	3.2%	nt	nt
Cc1ccc(OCC(=O)Nc2ccc(Cl)cc2C(=O)c2ccccc2)cc1C
    nt	-1.6%	nt	nt
CCCC1=Nc2cc(C(=O)NCCCN(CC)CC)ccc2Sc2ccccc21
    nt	-5.1%	nt	nt
CCOC(=O)c1ccc(NC(=O)c2sc3nc4c(cc3c2N)N2CCC4CC2)cc1
    nt	?	nt	nt
CCOc1ccc(C2c3c(-c4ccccc4O)n[nH]c3C(=O)N2Cc2ccncc2)cc1 (configuration not stated)
    nt	?	nt	nt
Cc1ccc(-c2nc(CN3C(=O)CN=C(c4ccccc4)c4cc(Cl)ccc43)c(C)o2)cc1
    nt	-1.1%	nt	nt
O=C(c1ccc2c(c1)N(Cc1ccc(F)cc1Cl)C(=O)c1ccccc1S2)N1CCC2(CC1)OCCO2
    nt	3.5%	nt	nt

Reformatted: two of the compounds above
> CCOc1ccc(C2c3c(-c4ccccc4O)n[nH]c3C(=O)N2Cc2ccncc2)cc1 (configuration not stated)
- KinaseGlo FLuc: nt
- Epigenetic derep: ?
- IMPase Li cell: nt
- CBFb-RUNX1 inh: nt
> Cc1ccc(-c2nc(CN3C(=O)CN=C(c4ccccc4)c4ccccc43)c(C)o2)cc1
- KinaseGlo FLuc: nt
- Epigenetic derep: -2.8%
- IMPase Li cell: nt
- CBFb-RUNX1 inh: nt

More records
The line under a structure holds: KinaseGlo FLuc	Epigenetic derep	IMPase Li cell	CBFb-RUNX1 inh
COc1ccc(-c2nc(CN3C(=O)CN=C(c4ccccc4Cl)c4cc(Cl)ccc43)c(C)o2)cc1OC
    nt	-4.5%	nt	nt
Cc1cccc(-n2c(/C=C\c3cccc(Br)c3)nc3ccccc3c2=O)c1
    nt	5.9%	nt	nt
CCN(CC)C(=O)c1ccc(NC(=O)Cn2nc(-c3ccc(C)cc3)c3ccccc3c2=O)cc1
    nt	-0.3%	nt	nt
Cc1cccc(Cn2cccc(C(=O)Nc3cc(C)on3)c2=O)c1
    nt	-0.1%	nt	nt
Cc1ccc(Cn2cccc(C(=O)Nc3ccc4c(c3)OCO4)c2=O)cc1
    nt	2.7%	nt	nt
Cc1ccccc1-c1nn2c(=O)cc(CN3CCN(C(=O)COc4ccccc4Cl)CC3)nc2s1
    nt	0.2%	nt	nt
CN1CCCC2(CCN(C(=O)c3csnn3)CC2)C1
    -1%	nt	25%	nt
C[C@@]12CC[C@H](O[C@@H]3O[C@H](CO)[C@@H](O)[C@H](O)[C@@H]3O)C[C@@H]1CC[C@H]1[C@H]2CC[C@@]2(C)[C@@H](C3=CCOC3=O)CC[C@]12O
    -4%[7.66 µM]	nt	0%	nt
CCc1ccc(CCN2CCCCC2)nc1
    -2%[7.66 µM]	nt	1%	nt
CN(C)CCCNc1c2c(nc3ccc(Cl)cc13)CCCC2
    2%[7.66 µM]	nt	8%	nt
c1ccc(N2CCCC3(CCNCC3)C2)cc1
    0%	nt	18%	nt
CCCOC(=O)[C@@H]1[C@@H](C(=O)O)[C@H]2CC[C@@H]1O2
    -1%[7.66 µM]	nt	-4%	nt
CC(C)c1ccc(C(c2c(O)c3ccccc3oc2=O)c2c(O)c3ccccc3oc2=O)cc1
    -4%[7.66 µM]	nt	-14%	nt
Nc1nc(N)c(Cn2ccnc2)c(=O)[nH]1
    0%[7.66 µM]	nt	-1%	nt
C[C@@H]1CC[C@@H]2N(C1)C[C@H]1[C@@](O)([C@H](O)C[C@]3(O)[C@H]4CC[C@H]5[C@]6(O)O[C@]4(C[C@]13O)[C@@]5(C)CC[C@@H]6O)[C@@]2(C)O
    -2%[7.66 µM]	nt	-7%	nt
CC(C)C(=O)CP(=O)(O)O
    -2%[7.66 µM]	nt	-2%	nt
C[C@@]12CC[C@H]3[C@@H](CC[C@H]4C[C@@H](O)CC[C@]43C)[C@H]1CC[C@@H]2C(=O)C[C@H](O)C(F)(F)F
    -5%[7.66 µM]	nt	1%	nt
c1cc(CN2CCCC3(CCNCC3)C2)ccn1
    -3%	nt	16%	nt
O=C(O)[C@H]1C2c3ccccc3C(c3ccccc32)[C@@H]1C(=O)NCC1CC1
    -2%[7.66 µM]	nt	14%	nt
CC(C)NC(=O)N1CC[C@@]2(CCCNC2)C1
    -3%	nt	18%	nt
O=C(Oc1ccccc1)N1CCC[C@@]2(CCN(C(c3ccccc3)c3ccccc3)C2)C1
    -4%	nt	22%	nt
COC(=O)c1c(C)ccc2c(O)c3c(cc12)C(=O)c1c2c(cc(O)c1C3=O)[C@@]1(C)O[C@@](C)(O2)[C@@H](O)[C@H](N(C)C)[C@H]1O
    -10%[7.66 µM]	nt	12%	nt
CSCC[C@@H](N)P(C)(=O)O
    -7%[7.66 µM]	nt	-3%	nt
O=C(Nc1cccc(F)c1)N1CC2(CCNCC2)C1
    -2%	nt	15%	nt
c1csc(CN2CCCC3(CCNCC3)C2)n1
    -1%	nt	15%	nt
O=[As](O)(O)c1ccc(N=Nc2ccc([As](=O)(O)O)cc2)cc1
    -2%[7.66 µM]	nt	-8%	nt
c1ccc(N2CCCC3(CCNCC3)C2)nc1
    -2%	nt	8%	nt
CCNCCC1(CC)C(=O)NC(=O)NC1=O
    -1%[7.66 µM]	nt	-3%	nt
O=[As](O)(O)c1ccc2nc3cc([As](=O)(O)O)ccc3nc2c1
    2%[7.66 µM]	nt	-2%	nt
COc1ccccc1CN1CCCC2(CCN(C(=O)Oc3ccccc3)CC2)C1
    -1%	nt	25%	nt
C[C@H]1C2C=C[C@H]1[C@@H](C(=O)O)[C@@H]2c1c2ccc(=O)c(O)c-2oc2c(O)c(O)ccc12
    -8%[7.66 µM]	nt	2%	nt
FC(F)(F)c1nc2ccc(SSc3ccc4nc(C(F)(F)F)[nH]c4c3)cc2[nH]1
    -2%[7.66 µM]	nt	-3%	nt
O=C1N[C@@]2(CN3CCC2CC3)C(=O)N1CN(Cc1ccccc1)c1ccccc1
    -3%[7.66 µM]	nt	-7%	nt
O=C(Oc1ccccc1)N1CCC2(CC1)CN(Cc1ccncc1)C2
    -4%	nt	21%	nt
COc1ccc(C[C@@H](N)c2ccc(OC)cc2)cc1
    -4%[7.66 µM]	nt	-1%	nt
CC(C)c1ccc(C(O)(C(=O)O)c2ccc(C(C)C)cc2)cc1
    0%[7.66 µM]	nt	-5%	nt
CC(C)CN1CCC2(CC1)CCN(C(=O)Oc1ccccc1)CC2
    3%	nt	42%	nt
COC(=O)N1CCC2(CCCN(C)C2)CC1
    -2%	nt	-1%	nt
NC(N)=NCCN=C(N)N
    -1%[7.66 µM]	nt	-2%	nt
CC[C@@H]1[C@@H]2Cc3ccc(O)cc3[C@@]1(CC)CCN2C
    -3%[7.66 µM]	nt	1%	nt
O=C(CCN1CC2CCC(CC2)C1)c1cccs1
    -1%[7.66 µM]	nt	-5%	nt
c1ccc(C2CO2)cc1 (configuration not stated)
    nt	nt	12%	4%[21.7 µM]
[O-][Cl+2]([O-])O
    nt	nt	-4%	3%[21.7 µM]
Cc1coc2c1CCC(C)C2 (configuration not stated)
    nt	nt	-5%	7%[21.7 µM]
C=C(C)C(=O)OCC1CO1 (configuration not stated)
    nt	nt	6%	1%[21.7 µM]
O=[N+]([O-])c1ccccc1-c1ccccc1
    nt	nt	13%	24%[21.7 µM]
Clc1ccc(C(Cl)(Cl)Cl)cc1Cl
    nt	nt	-2%	2%[21.7 µM]
COC(=O)Nc1nc2ccccc2[nH]1
    nt	nt	-8%	2%[21.7 µM]
CN(C)c1ccc(N(C)C)cc1
    nt	nt	61%[activator]	-8%[21.7 µM]
CCCCCc1cc(O)cc(O)c1
    nt	nt	11%	1%[21.7 µM]
C=COC(C)=O
    nt	nt	7%	12%[21.7 µM]
COc1c(C(C)(C)C)cc([N+](=O)[O-])c(C)c1[N+](=O)[O-]
    nt	nt	22%	27%[21.7 µM]
CN(C)C=O
    nt	nt	?	-2%&11%[21.7 µM]
CC12CC1(C)C(=O)N(c1cc(Cl)cc(Cl)c1)C2=O (configuration not stated)
    nt	nt	-4%	7%[21.7 µM]
Cc1cccc(N)c1C
    nt	nt	-1%	19%[21.7 µM]
Nc1cccc(Cl)c1
    nt	nt	3%	7%[21.7 µM]
O=C(Cl)c1ccccc1F
    nt	nt	-10%	3%[21.7 µM]
CCCCOC(=O)c1ccccc1N
    nt	nt	-6%	13%[21.7 µM]
c1ccc2c(c1)CCNC2
    nt	nt	-8%	-8%[21.7 µM]
O=[N+]([O-])c1ccc2c3c(cccc13)CC2
    nt	nt	6%	3%[21.7 µM]

More entries follow.
The line under a structure holds: KinaseGlo FLuc	Epigenetic derep	IMPase Li cell	CBFb-RUNX1 inh
N#CC(Cl)Cl
    nt	nt	7%	3%[21.7 µM]
CCSC(=O)Cl
    nt	nt	-5%	6%[21.7 µM]
CC(C)(OOC(C)(C)c1ccccc1)c1ccccc1
    nt	nt	31%[activator]	11%[21.7 µM]
ClCCCCl
    nt	nt	7%	3%[21.7 µM]
CN(C)C(=O)Nc1cccc(C(F)(F)F)c1
    nt	nt	1%	6%[21.7 µM]
CN(C)c1ccc(N=O)cc1
    nt	nt	32%[activator]	3%[21.7 µM]
C=CC#N
    nt	nt	-10%	-19%[21.7 µM]
CC(=O)[O-].CC(=O)[O-].O.O.O.[Pb+2]
    nt	nt	11%&-9%	?
CN(C)c1ccccc1
    nt	nt	8%	-10%[21.7 µM]
CC(C)(c1ccccc1)c1ccc(O)cc1
    nt	nt	0%	7%[21.7 µM]
C=CCOC(C)=O
    nt	nt	26%	-24%[21.7 µM]
Nn1cnnc1
    nt	nt	-8%	6%[21.7 µM]
O=[N+]([O-])c1cc(Cl)c(Cl)c(Cl)c1
    nt	nt	15%	8%[21.7 µM]
CC(C)Br
    nt	nt	9%	3%[21.7 µM]

Not all compounds are listed; rates above refer to the full screens.
